# SIRT5 block – SIRT5 desuccinylase inhibitors, primary screen, biochemical, fluorescence imaging, single point, set 5; NAD-dependent protein deacylase sirtuin-5, mitochondrial (Homo sapiens), Q9NXA8; Purified SirT5, succinyl-peptide AMC, trypsin-coupled fluorescence; inhibition, % at 15 µM; actives 1.1% (n = 330,000); in the data active = inhibition above about 15%; inconclusive = no clear call, values can overlap the other calls
# Target sequence (Q9NXA8 whole entry, looked up): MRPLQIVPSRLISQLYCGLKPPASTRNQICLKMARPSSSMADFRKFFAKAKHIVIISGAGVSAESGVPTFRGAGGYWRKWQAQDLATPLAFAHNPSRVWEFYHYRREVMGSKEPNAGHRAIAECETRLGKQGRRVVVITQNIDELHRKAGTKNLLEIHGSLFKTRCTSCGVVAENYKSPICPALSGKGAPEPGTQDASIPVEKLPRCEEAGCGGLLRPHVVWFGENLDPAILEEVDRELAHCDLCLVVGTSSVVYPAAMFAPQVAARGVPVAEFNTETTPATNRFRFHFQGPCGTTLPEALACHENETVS
# esBAF inh – Bmi1 luciferase reporter increase in mESCs, primary screen, esBAF inhibitor project, mouse ES cells, Bmi1 luciferase knock-in, single point. 24 h; 100% = twice the neutral-well signal. reporter increase, % at 12.5 µM. actives 2% (n = 350,000). AID 602393, 2012; in the data active = activation above about 40%; inconclusive = no clear call, values can overlap the other calls;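 note: 0% = median of the plate's neutral control wells and 100% = double that signal; a rise in the Bmi1 reporter signal indicates esBAF inhibition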
# miR-122 sensor – miR-122 Renilla sensor signal increase in Huh7, primary screen, miR-122 inhibitor project, cell-based, single point, plate reader | actives 0.3% (n = 340,000) | activation (reporter increase), % at 12.5 µM | AID 602342, 2012 | Huh7 miR-122 Renilla luciferase sensor, 48 h; neutral wells = 0, positive control = 100;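 active = mean replicate activation score at least 90 and every replicate individually at or above 90; inconclusive = only one of the two criteria met; inactive = neither criterion met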;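 note: higher luciferase means less miR-122 activity so hits act as miR-122 inhibitors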
# ARNT TACC3 PPI – disruptors of ARNT/TACC3 protein interaction, primary screen, biochemical, AlphaScreen, single concentration; Transforming acidic coiled-coil-containing protein 3 (Homo sapiens), Q9Y6A5; AlphaScreen His-ARNT PAS-B/GST-TACC3 binding, luminescence; TACC3 fragment carries E629A point mutation; inhibition, % at 9.99 µM; actives 0.66% (n = 390,000); AID 623870, 2012;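 active = mean inhibition of replicates at least 50% and at least half of replicates each reaching 50%; inconclusive = half or more replicates reach 50% but mean below 50%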;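 note: 0% = complete ARNT plus TACC3 wells and 100% = ARNT alone without TACC3; many hits fall short of the cut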
# Cneo AK release – Cryptococcus neoformans cell lysis inducers, primary screen, AK release luminescence, single concentration. actives 0.2% (n = 360,000). lysis activity, % at 15 µM. C. neoformans lysis, adenylate kinase release luminescence, 4 h; normalised: neutral wells 0, clomiphene wells 100. AID 651654, 2012;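 active = mean lysis activity across replicates of at least 80%, whatever share of replicates individually reach that level; inactive = mean lysis activity below 80%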
#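 Material: C. neoformans cells | Amount: Yeast cell density of 5 × 10^6 cells/mL | Medium: Fresh YPD growth medium | Dosing: Single dose | Times: Static 4 h at 37 °C with compound, 1 h detection | Detection: AK luminescence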
# Statin myotox sup – suppressors of statin myotoxicity in C2C12 myotubes, primary screen, cell-based, single point, plate reader | rescue of ATP level, % at 7.49 µM | AID 602340, 2012 | actives 0.78% (n = 330,000) | C2C12 myotubes + simvastatin, ATP luminescence, 48 h; scaled: DMSO 0, geranylgeraniol control 100;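 active = mean ATP rescue above about 67%, or every replicate alone reaching that limit, limit read from the data, passing the limit was not always enough; inconclusive = no clear call, values can overlap the other calls; inactive = mean under the limit and some replicate under it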;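 note: myotubes were challenged with 10 µM simvastatin during compound exposure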
# ERp5 inh – inhibitors of ERp5-driven insulin aggregation, primary screen, biochemical, turbidity, absorbance 650 nm, single point; inhibition, % at 9.99 µM; Protein disulfide-isomerase A6 (Homo sapiens), Q15084; AID 651711, 2012; actives 0.05% (n = 350,000); 90 min;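 active = mean replicate inhibition above about 25%, with every replicate also reaching it, limit read from the data, passing the limit was not always enough; inconclusive = only one of those two criteria met; inactive = neither criterion met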
# Target sequence (Q15084 whole entry, looked up): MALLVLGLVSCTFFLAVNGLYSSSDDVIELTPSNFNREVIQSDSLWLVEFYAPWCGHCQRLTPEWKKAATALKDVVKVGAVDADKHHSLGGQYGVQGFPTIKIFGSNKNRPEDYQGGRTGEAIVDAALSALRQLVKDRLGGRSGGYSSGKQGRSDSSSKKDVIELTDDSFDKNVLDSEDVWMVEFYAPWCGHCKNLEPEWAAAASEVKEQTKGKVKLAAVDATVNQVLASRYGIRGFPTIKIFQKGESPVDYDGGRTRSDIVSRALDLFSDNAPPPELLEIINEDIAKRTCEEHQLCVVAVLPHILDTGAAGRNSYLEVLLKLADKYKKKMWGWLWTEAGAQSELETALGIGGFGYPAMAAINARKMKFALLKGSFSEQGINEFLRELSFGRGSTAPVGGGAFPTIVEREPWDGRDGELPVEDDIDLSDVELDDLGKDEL
# The depositor's hits bear a star; ? = inconclusive; · = not tested or not shown; & = joins results of further samples; [ ] = remark or other dose.
Structure	SIRT5 block	esBAF inh	miR-122 sensor	ARNT TACC3 PPI	Cneo AK release	Statin myotox sup	ERp5 inh
Cc1cccc(NC(=O)c2nc[nH]c2C(=O)N2CCc3ccccc3C2)c1	·	10	·	0	1	-1	6
CC(C)NC(=O)N(C)C[C@@H]1Oc2ncc(C#CC3CCCCC3)cc2C(=O)N([C@H](C)CO)C[C@@H]1C	·	-3	-3[16.7 µM]	·	·	-3	·
CC(OC(=O)CNS(=O)(=O)c1ccc2ccccc2c1)C(=O)N(C)c1ccccc1 (stereo not drawn)	0	·	·	-2	-4	·	-2
COc1cc(C(=O)OCC(=O)N(C)C)cc(NC(=O)c2ccco2)c1OC	·	-9	-3	-4	0	3	·
CC(=O)N1CCc2cc(S(=O)(=O)CCC(=O)N(C)c3cc(C)ccc3C)ccc21	2	-6	4	-2	1	0	1
C[C@@H](NC(=O)C[C@@H]1C[C@@H]2c3cc(NC(=O)CC4CC4)ccc3O[C@@H]2[C@H](CO)O1)c1ccccc1	4	-5	5[16.7 µM]	-5	2	-3	2
CCCn1c(N)c(N(CCOC)C(=O)c2ccc(-c3ccc(Cl)cc3)o2)c(=O)[nH]c1=O	-1	-2	-2	5	0	6	-4
CC(/C=C/c1ccccc1)=N\Nc1ccccc1[N+](=O)[O-]	-5	44*	-4	-1	·	-5	-3
Cc1ccccc1S(=O)(=O)N1CC[C@@H]2[C@H](CO)Nc3ccc(-c4cccc(C#N)c4)cc3[C@@H]21	·	5	-4[16.7 µM]	10	-13	3	·
Cc1nc(N)nc2c1CCCC2	·	15	·	-3	-1	10	·
C[C@H]1CN([C@@H](C)CO)C(=O)c2cccc(NS(=O)(=O)c3ccc(F)cc3)c2O[C@H]1CN(C)Cc1ccc(Oc2ccccc2)cc1	·	-7	10[16.7 µM]	·	·	23	·
O=C(CNC(=O)c1ccc(Br)o1)NNC(=O)c1ccc(Cl)cc1	-3	0	-4	-5	-1	-7	·
Cc1occc1-c1nnc(SCc2nc3ccccc3c(=O)n2CC#N)n1C	·	2	-20	3	0	4	·
CC1=Nc2ccccc2N=C(NC(=O)c2ccccc2)C1c1ccc(Cl)cc1 (stereo not drawn)	0	9	-10	-9	2	2	-5
COc1ccc(-c2nnc(CSc3ncnc4sc5c(c34)CCC5)o2)cc1OC	2	-12	·	28	4	0	-4
CC1=C(C(=O)OCC2CCCCC2)C(c2ccc(F)cc2)NC(=O)N1 (stereo not drawn)	-6	-13	0	2	-1	9	0
COc1ccc(OC)c(CCNC(=O)CSc2ccsc2[N+](=O)[O-])c1	·	·	-2	-1	0	·	·
CCCCN(CC)C(=O)CSc1nc2c(sc(=S)n2-c2ccc(OCC)cc2)c(=O)[nH]1	·	-2	-5	0	0	-12	4
Cc1ccc(NC(=O)C2CC(=O)N(c3ccc4c(c3)OCCO4)C2)cc1S(=O)(=O)N(C)C (stereo not drawn)	-2	-1	-1	-2	2	11	4
O=C(C[C@H]1CC[C@H]2[C@@H](COC[C@@H](O)CN2C(=O)Nc2cccc(Cl)c2)O1)NCC1CCCCC1	-2	16	-1[16.7 µM]	-8	-10	-2	-2

# New compounds follow:
Structure	SIRT5 block	esBAF inh	miR-122 sensor	ARNT TACC3 PPI	Cneo AK release	Statin myotox sup	ERp5 inh
CCOc1ccccc1N(CC(=O)NCC1CCCO1)C(=O)CCC(=O)Nc1nccs1 (stereo not drawn)	13	-4	0	-20	2	12	0
COc1ccc(C2=Nn3c(nnc3-c3cccnc3)SC2)cc1OC	·	-8	-5	10	-2	-10	·
COc1ccc(C)cc1NC(=O)C1CCCN(S(=O)(=O)c2cccc3cccnc23)C1 (stereo not drawn)	·	4	7	·	1	5	·
CC(C)CC1Nc2ncnc(N3CCN(c4ccccc4)CC3)c2N(Cc2ccc(Cl)cc2)C1=O (stereo not drawn)	·	-1	2	-4	1	8	-13
CCCNC(=O)Nc1ccc2c(c1)C(=O)N(C)[C@@H]1CC[C@@H](CC(=O)NCCCN(C)C)O[C@H]1CO2	-5	16	-18[16.7 µM]	-7	-5	19	1
CN1CCN(c2cc(=O)n(Cc3ccc(F)cc3)c(=O)[nH]2)CC1	1	-8	1	0	7	-2	19
CC[n+]1ccc(C(=O)NCc2ccccc2)cc1	-3	-9	-3	-7	-1	1	5
Cc1ccc(S(=O)(=O)N(C)C[C@@H]2Oc3ccc(NC(=O)Nc4c(C)noc4C)cc3C(=O)N([C@H](C)CO)C[C@H]2C)cc1	13	-1	-3[16.7 µM]	-16	-1	-12	22
CN(C(=O)COC(=O)CNC(=O)C12CC3CC(CC(C3)C1)C2)C1CCS(=O)(=O)C1 (stereo not drawn)	·	11	10	·	0	5	·
O=C(N/N=C/c1ccc(OC(=O)c2ccccc2)c([N+](=O)[O-])c1)c1ccc(O)cc1	·	-1	1	15	2	3	·
CCOCCn1c(CN(Cc2ccccc2)Cc2ccccc2)nc2c1c(=O)[nH]c(=O)n2C	-3	0	6	9	-1	39	2
C[C@@H]1CCCCO[C@H](CN(C)C(=O)CCCN(C)C)[C@H](C)CN([C@@H](C)CO)C(=O)c2cc(NS(C)(=O)=O)ccc2O1	-2	-3	-2[16.7 µM]	-9	-3	4	3
CC(=O)N(C)C[C@H]1Oc2cc(C#C[C@H](C)O)ccc2S(=O)(=O)N([C@H](C)CO)C[C@H]1C	2	-14	-5[16.7 µM]	-2	2	2	-1
CCN(C(=O)C=Cc1ccco1)c1ccccc1	-3	5	-10	2	-1	2	3
C[C@H](CO)N1C[C@H](C)[C@H](CN(C)C(=O)Nc2cccc3ccccc23)Oc2ccc(NC(=O)Cc3cn(C)c4ccccc34)cc2CC1=O	5	-6	2[16.7 µM]	·	2	26	2
CC(C)(c1ccc(O)cc1)c1ccc(O)cc1	1	-4	-5	4	1	8	1
COc1cccc(-c2nc(CCl)cs2)c1	-2	4	-1	-1	4	7	1
Cc1oc(C(C)(C)C)c(CN2CCCC2)c1C(=O)O	·	-14	-4	6	6	-16	·
C[C@H]1CN([C@@H](C)CO)C(=O)Cc2cc(NS(=O)(=O)c3ccc(Cl)cc3)ccc2O[C@@H]1CN(C)C(=O)Nc1ccc(F)cc1	-6	2	-1[16.7 µM]	4	0	0	9
COCCOC(=O)c1cc(C(=O)c2cc(Cl)ccc2O)coc1=N	-1	·	·	-4	·	·	0

# Quoted from the entries so far for reference:
Structure	SIRT5 block	esBAF inh	miR-122 sensor	ARNT TACC3 PPI	Cneo AK release	Statin myotox sup	ERp5 inh
CN(C(=O)COC(=O)CNC(=O)C12CC3CC(CC(C3)C1)C2)C1CCS(=O)(=O)C1 (stereo not drawn)	·	11	10	·	0	5	·
O=C(N/N=C/c1ccc(OC(=O)c2ccccc2)c([N+](=O)[O-])c1)c1ccc(O)cc1	·	-1	1	15	2	3	·

# Next section.
Structure	SIRT5 block	esBAF inh	miR-122 sensor	ARNT TACC3 PPI	Cneo AK release	Statin myotox sup	ERp5 inh
COC(=O)c1ccc(COc2ncnc3sccc23)cc1	·	3	-2	-3	1	6	1
C[C@@H]1CN([C@H](C)CO)C(=O)Cc2cc(NS(=O)(=O)c3cccs3)ccc2O[C@H]1CN(C)Cc1ccc(-c2ccccc2)cc1	9	8	4[16.7 µM]	0	0	64	-4
O=C(COc1ccccc1)Nc1ccc(N2CCN(C(=O)c3ccco3)CC2)cc1	2	·	·	-7	·	·	1
COc1ccc(Br)cc1CN1CCC(N2CCCC2)CC1	1	-4	1	0	0	4	-2
O=C(c1ccccc1)N1CCCCC(S(=O)(=O)c2ccccc2)C1=O (stereo not drawn)	1	-5	·	5	-1	9	0
COc1ccc(S(=O)(=O)N(C)C[C@H]2Oc3c(NC(=O)NC(C)C)cccc3C(=O)N([C@H](C)CO)C[C@@H]2C)cc1	-3	8&1	-3[16.7 µM]	-8&-1	-4&2	-2	-2&-3
CC(=O)N1CSCC1C(=O)N1CCN(c2ccc(N3CCOCC3)nn2)CC1 (stereo not drawn)	-4	-4	4	4	0	-2	2
COCCN1C(=O)c2ccc(C(=O)O)cc2C1=O	·	-8	0	-2	3	·	·
Nc1cc(C(=O)OCC(=O)c2ccc(CC(=O)N3CCOCC3)s2)ccc1Cl	-1	1	·	-4	-1	11	-1
CCCCCC(=O)N/N=C/c1ccc(N(C)C)cc1	·	51*	0	-2	-1	4	·
Cc1nn(CC(=O)NC2(C#N)CCCCC2)c(C)c1[N+](=O)[O-]	-2	7	-3	·	2	4	6
Cc1nn(C)c(Cl)c1C(=O)NC(C(=O)O)c1ccccc1 (stereo not drawn)	4	-8	3	-2	0	3	4
CCC(=O)c1ccc(OCC(=O)OCC(=O)N2CCCc3ccccc32)cc1	-1	-11	-2	-4	0	-2	1
C[C@@H]1CN([C@H](C)CO)C(=O)c2cc(-c3ccncc3)cnc2O[C@H]1CN(C)C(=O)Cc1cccnc1	-2	-4	6[16.7 µM]	-4	-1	-5	-2
C[C@H]1CN([C@@H](C)CO)C(=O)Cc2cc(NC(=O)c3ccncc3)ccc2O[C@H]1CN(C)S(=O)(=O)c1cn(C)cn1	-5	5	-2[16.7 µM]	-12	-3	17	74*
CC1CCN(CCC(=O)NN)CC1	1	·	·	-3	·	·	?
CC(C)NC(=O)Nc1ccc2c(c1)C(=O)N([C@@H](C)CO)C[C@@H](C)[C@@H](CN(C)C(=O)C1CCCCC1)OCCCC[C@H](C)O2	-1	5	1[16.7 µM]	12	-2	-17	0
COc1ccc(C2=NS(=O)(=O)N(C)C(C(=O)N3CCCCC3)=C2)cc1	4	6	-1	-3	3	8	14
CCOc1ccc(N2C(=O)Nc3ccc(Br)cc3C2(O)C(=O)NCCCN(C)C)cc1 (stereo not drawn)	-5	9	4	5	0	4	3

# Looked up by compound from the list above, 6 records:
Structure	SIRT5 block	esBAF inh	miR-122 sensor	ARNT TACC3 PPI	Cneo AK release	Statin myotox sup	ERp5 inh
Cc1ccccc1S(=O)(=O)N1CC[C@@H]2[C@H](CO)Nc3ccc(-c4cccc(C#N)c4)cc3[C@@H]21	·	5	-4[16.7 µM]	10	-13	3	·
CCOc1ccccc1N(CC(=O)NCC1CCCO1)C(=O)CCC(=O)Nc1nccs1 (stereo not drawn)	13	-4	0	-20	2	12	0
COCCN1C(=O)c2ccc(C(=O)O)cc2C1=O	·	-8	0	-2	3	·	·
C[C@@H]1CN([C@H](C)CO)C(=O)c2cc(-c3ccncc3)cnc2O[C@H]1CN(C)C(=O)Cc1cccnc1	-2	-4	6[16.7 µM]	-4	-1	-5	-2
CN(C(=O)COC(=O)CNC(=O)C12CC3CC(CC(C3)C1)C2)C1CCS(=O)(=O)C1 (stereo not drawn)	·	11	10	·	0	5	·
O=C(c1ccccc1)N1CCCCC(S(=O)(=O)c2ccccc2)C1=O (stereo not drawn)	1	-5	·	5	-1	9	0

# Hits appear at their usual frequency; any-hit rate near 4%.
